Screening results: PubChem BioAssay, National Center for Advancing Translational Sciences (NCATS)
AmpC inh det = Promiscuous and Specific Inhibitors of AmpC Beta-Lactamase (assay with detergent); P00811; purified AmpC, nitrocefin hydrolysis with detergent; Potency, µM (doses to about 28.7 µM), for the others: at the highest dose activity change, negative = inhibition; 0.09% of 71,000 active; active = well fitted curve in the direction sought with a large enough effect
Target sequence (P00811 whole entry, looked up): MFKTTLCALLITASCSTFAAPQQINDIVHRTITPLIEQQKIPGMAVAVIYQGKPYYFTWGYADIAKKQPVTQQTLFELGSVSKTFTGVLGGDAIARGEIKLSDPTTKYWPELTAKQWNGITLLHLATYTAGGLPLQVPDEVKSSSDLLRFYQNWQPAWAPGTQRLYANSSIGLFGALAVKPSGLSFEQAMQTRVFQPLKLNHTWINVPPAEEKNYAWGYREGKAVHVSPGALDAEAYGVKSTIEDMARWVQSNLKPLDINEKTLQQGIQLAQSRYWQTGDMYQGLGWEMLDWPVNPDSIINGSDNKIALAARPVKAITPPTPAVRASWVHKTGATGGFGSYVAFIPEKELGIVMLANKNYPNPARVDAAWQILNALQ
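E. coli AmpC (5.3 nM) in 20 mM phosphate pH 7.0 with 0.01% Triton X-100, preincubated 15 min RT with compound; nitrocefin (2 uL of 800 uM stock) hydrolysis followed by 480 nm absorbance every 20 s over 4 min.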
An asterisk follows results filed as active; [ ] = dose if it differs, or a comment. % is set by controls: 0 for no effect and ±100 for the full control effect; potency is the fitted concentration of half-maximal effect. A portion of the library (hit frequency here may not be typical).

SMILES | AmpC inh det
O=C1N=C(N2CCOCC2)CS1 | -3%
CCOC(=O)CCc1c(C)nc(SCCCn2c(=O)[nH]c3ccccc32)c(C#N)c1C | -4%
O=C(NCCCn1ccnc1)c1ccc2c(c1)OCCO2 | -1%
Cc1cc(C)c(NC(=O)C2CCCN2CCO)c(C)c1 (stereo not given) | 4%
COc1ccc(C(=O)N2CCSC2=S)cc1OC | -4%
O=C(CNS(=O)(=O)c1cccs1)Nc1ccc2c(c1)OCCO2 | -2%
CCN[C@@H]1C[C@H](N)[C@H](O[C@H]2OC(CN)=CC[C@H]2N)[C@@H](O)[C@H]1O[C@H]1OC[C@@](C)(O)[C@@H](NC)[C@@H]1O | -2%[12.8 µM]
O=C(CSc1nnc(COc2ccccc2)n1Cc1ccco1)c1ccc(F)cc1 | -1%
COCC(=O)NCc1ccc2c(c1)cc(C)n2C | -2%
c1ccc(C2=Nn3c(nnc3-c3cc(-c4ccccc4)n[nH]3)SC2)cc1 | 3%
CCOC(=O)N1CCN(C(=O)CSc2nnc(-c3cc(OC)ccc3OC)o2)CC1 | 10%
c1ccc(-n2nnnc2SCc2cn3ccccc3n2)cc1 | -4%
COc1ccc(N=c2oc3c(OC)cccc3cc2C(=O)NCc2ccco2)cc1OC | -1%
COc1ccc(C(=O)NCC2OCCc3ccccc32)c(O)c1 (stereo not given) | -5%
O=c1ccc2cc(O[C@H]3O[C@@H](CO)[C@@H](O)[C@@H](O)[C@@H]3O)c(O)cc2o1 | -2%[12.8 µM]
O=C(O)CCC(=O)NC1CCCCCCC1 | -8%
O=C(CSCc1cnn(-c2ccccc2)c1-n1cccc1)NCc1cccs1 | -1%
C=CCn1c(=O)/c(=C/c2ccc(Cl)cc2)s/c1=C(/C#N)c1nnc2n1CCCCC2 | 0%
COc1ccc(-c2nc(-c3ccc(NC(=O)c4ccc(Br)o4)cc3)no2)cc1OC | 0%
CC1CC(C)CN(CC(=O)Nc2ccc(S(N)(=O)=O)cc2)C1 (stereo not given) | -6%
Cc1cc(NS(=O)(=O)c2ccc(NC(=O)C(C)N3C(=O)c4ccccc4C3=O)cc2)nc(C)n1 (stereo not given) | -2%
CCCC1=C(C(=O)OCC)C(c2ccc(O)cc2)n2ncnc2N1 (stereo not given) | -2%
COCCCNC(=O)CCn1c(=O)c2ccccc2n(CC(=O)Nc2ccc(C)cc2C)c1=O | 8%
CC1(Cc2cn(CCC#N)c3ccccc23)OCCO1 | -4%
O=C(O)CCC(=O)Nc1ccc2c(c1)oc1ccccc12 | -1%

Carrying on:
SMILES | AmpC inh det
C/C=C/Cn1c(SCc2ccccc2)nc2c1c(=O)[nH]c(=O)n2C | 7%
N#Cc1c(N2CCN(C(=O)c3ccco3)CC2)nc(-c2ccccc2)c2c1CCCC2 | 6%
COc1ccc(NC(=O)Nc2cccs2)cc1OC | 0%
Cc1cccn2cc(CNC(=O)CC3CCCC3)nc12 | 0%
COc1ccc(S(=O)(=O)NC(CC(=O)N2CCc3ccccc32)c2ccco2)cc1 (stereo not given) | -7%
Cc1cc(N2CCN(c3ccccc3)CC2)nc(-n2nc(C)cc2C)n1 | -5%
COCCn1c(SCC#N)nnc1-c1ccccc1O | 8%
COc1ccc(C)cc1NC(=O)C1CCN(S(=O)(=O)c2cccc3cccnc23)CC1 | 3%
O=C(CSc1nnc(COc2ccccc2)o1)Nc1nccs1 | 5%
CCC(c1nnnn1CCOC)N1CCN(c2cccc(C(F)(F)F)c2)CC1 (stereo not given) | 25%
CCOc1ccccc1-c1nnc(SCC(=O)Nc2ccccc2)o1 | -4%
[O-][n+]1onc2c1C(N1CCOCC1)CCC2N1CCOCC1 (stereo not given) | 23%
COC(=O)c1ccc(CSc2nc3c(cnn3-c3ccccc3)c(=O)[nH]2)o1 | -2%
CN(Cc1nc(-c2ccccn2)no1)S(=O)(=O)c1ccc(Br)cc1 | -6%
CCOCCCNC(=O)CN1CCN(c2ccc(F)cc2)CC1 | 14%
CCOC(=O)N1CCN(Cc2nc(-c3ccc(C)cc3)no2)CC1 | 2%
N#Cc1ccccc1NC(=O)COC(=O)c1ccc(S(=O)(=O)N2CCCC2)cc1 | -1%
Cc1ncc2c(c1OC(=O)c1ccccc1)COC(C)(C)OC2 | -6%
COC(=O)c1ccc(C(NC(=O)OCc2ccccc2)/C(=C/[C@@H](C)C(=O)NCc2ccc(-c3ccccc3)cc2)c2cccnc2)cc1 (stereo not given in full) | 12%
COc1ccc(S(=O)(=O)Nc2ccc(NC(C)=O)cc2)cc1OC | -7%
CC(C)(O)C#Cc1ccccc1C(=O)NC(CC(N)=O)C(=O)O (stereo not given) | -3%
COc1cccc(-c2cncnc2NCc2cccc(C)c2)c1 | 5%
CN(C)S(=O)(=O)c1cccc(C(=O)C2=C3SC=C(c4ccccc4)N3CC2)c1 | -5%
CN(C)S(=O)(=O)c1ccc(C(=O)Nc2ccc(OCC(=O)N3CCOCC3)cc2)cc1 | 3%
O=C(Nc1nc2c(Cl)cccc2s1)c1ccc(Br)o1 | -2%

19 entries from above, in markdown.
| Structure | AmpC inh det |
| --- | --- |
| Cc1cc(N2CCN(c3ccccc3)CC2)nc(-n2nc(C)cc2C)n1 | -5% |
| COCCn1c(SCC#N)nnc1-c1ccccc1O | 8% |
| COc1ccc(C)cc1NC(=O)C1CCN(S(=O)(=O)c2cccc3cccnc23)CC1 | 3% |
| O=C(CSc1nnc(COc2ccccc2)o1)Nc1nccs1 | 5% |
| CCC(c1nnnn1CCOC)N1CCN(c2cccc(C(F)(F)F)c2)CC1 (stereo not given) | 25% |
| CCOc1ccccc1-c1nnc(SCC(=O)Nc2ccccc2)o1 | -4% |
| [O-][n+]1onc2c1C(N1CCOCC1)CCC2N1CCOCC1 (stereo not given) | 23% |
| COC(=O)c1ccc(CSc2nc3c(cnn3-c3ccccc3)c(=O)[nH]2)o1 | -2% |
| CN(Cc1nc(-c2ccccn2)no1)S(=O)(=O)c1ccc(Br)cc1 | -6% |
| CCOCCCNC(=O)CN1CCN(c2ccc(F)cc2)CC1 | 14% |
| CCOC(=O)N1CCN(Cc2nc(-c3ccc(C)cc3)no2)CC1 | 2% |
| N#Cc1ccccc1NC(=O)COC(=O)c1ccc(S(=O)(=O)N2CCCC2)cc1 | -1% |
| Cc1ncc2c(c1OC(=O)c1ccccc1)COC(C)(C)OC2 | -6% |
| COC(=O)c1ccc(C(NC(=O)OCc2ccccc2)/C(=C/[C@@H](C)C(=O)NCc2ccc(-c3ccccc3)cc2)c2cccnc2)cc1 (stereo not given in full) | 12% |
| COc1ccc(S(=O)(=O)Nc2ccc(NC(C)=O)cc2)cc1OC | -7% |
| CC(C)(O)C#Cc1ccccc1C(=O)NC(CC(N)=O)C(=O)O (stereo not given) | -3% |
| COc1cccc(-c2cncnc2NCc2cccc(C)c2)c1 | 5% |
| CN(C)S(=O)(=O)c1cccc(C(=O)C2=C3SC=C(c4ccccc4)N3CC2)c1 | -5% |
| CN(C)S(=O)(=O)c1ccc(C(=O)Nc2ccc(OCC(=O)N3CCOCC3)cc2)cc1 | 3% |

(further entries)
SMILES | AmpC inh det
C=CCNc1oc(COc2ccc(C)cc2)nc1C#N | 10%
Cc1csc(SCC(=O)Nc2c(C)n(C)n(-c3ccccc3)c2=O)n1 | -1%
O=c1c2c(nc3nc(SCc4ccccc4)[nH]n13)CCC2 | -5%
Cc1cc(S(=O)(=O)NC(C)C)ccc1OCC(=O)N1CCN(Cc2ccc3c(c2)OCO3)CC1 | 13%
Brc1ccccc1-c1nnc(COc2ncnc3c2cnn3-c2ccccc2)o1 | -3%
CC(C)C(NS(=O)(=O)c1ccc(Br)s1)C(=O)O (stereo not given) | 11%
CC(C)NC(=O)Cn1nnc(-c2ccc(Cl)cc2)n1 | -1%
O=C(O)CNC1=NCCC1 | -1%
O=C1NC(=O)N(Cc2ccccc2Cl)C(=O)/C1=C/N1CCOCC1 | -7%
COc1ccc(-c2nc3cnc(N4CCNCC4)nc3n(CCc3ccccc3)c2=O)cc1 | -2%
CN1C(=C2C(=O)OC(C)(C)OC2=O)Sc2ccccc21 | -3%
Cc1nc(NC(=O)c2cc3c(s2)CCCCC3)sc1C(=O)N(C)C | -4%
O=C(CS(=O)CC(=O)N(CC(=O)NC1CCCC1)C1CCCC1)Nc1ccc(F)cc1 (stereo not given) | 5%
O=C(COC(=O)CCOc1ccccc1)NCc1ccco1 | -5%
CC(C)Sc1nc(N2CCOCC2)c2c(c1C#N)CC(C)(C)SC2 | -6%
CS(=O)(=O)Nc1cccc(-c2nccc(Nc3ccc(F)cc3)n2)c1 | 6%
COc1cccc(N2CCN(C3CC(=O)N(c4ccc(F)c(Cl)c4)C3=O)CC2)c1 (stereo not given) | -3%
COc1ccc(CNC(=O)c2cccc(N3CCCC3=O)c2)cc1 | -4%
CCn1c(=S)sc2c(=O)n(-c3ccccc3)c(SC)nc21 | 15%
COc1ccc(C(=O)CSc2nnc(Cn3cnc4ccccc43)o2)cc1 | -2%
COc1cccc(C(=O)N2CCCC(c3nc(-c4cccs4)no3)C2)c1 (stereo not given) | -3%
NC(=O)NC(Cc1ccccc1)C(=O)NCC1(N2CCCCC2)CCCCC1 (stereo not given) | -5%
O=C(Nc1ccc2c(c1)OCO2)C1CCN(S(=O)(=O)c2cccc3cccnc23)CC1 | -1%
S=c1[nH]c2ccc(Cl)cc2[nH]1 | -5%
CCSc1nc2c(c(=O)n1CC)SC(C)C2 (stereo not given) | -2%

(listing goes on)
SMILES | AmpC inh det
CCNc1ncc2nc(-c3ccc(Cl)cc3)c(=O)n(-c3ccc(OC)cc3)c2n1 | 0%
O=C(CSc1nnc(-c2cccnc2)n1Cc1ccco1)N1c2ccccc2Sc2ccccc21 | 1%
COc1cccc(CNC(=O)CN(C)S(=O)(=O)c2cnc[nH]2)c1 | 11%
CCOC(=O)C1CCN(/C=C2/C(=O)NC(=O)N(Cc3ccco3)C2=O)CC1 | -3%
COc1cc2c(cc1OC)-c1cc(NC3CCCCC3)nc(=O)n1CC2 | 1%
CCn1ncc(Cl)c1C(=O)Nc1ccncc1 | 0%
N#CC1=C2SCCN2C(=O)C(C#N)C12CCCCC2 (stereo not given) | -5%
COc1ccc2c(c1OC)C(=O)N(C(C)C(=O)O)C2=O (stereo not given) | -3%
Nc1ccc(Cl)cc1 | 9%
COc1cccc(-c2nc3cc(C)ccc3o2)c1 | 1%
Cc1noc(C)c1CSc1nnc(-c2cc(Cl)ccc2Cl)n1N | 0%
c1ccc(Cn2nnc3c(Nc4ccc5c(c4)OCO5)nc(C4CC4)nc32)cc1 | 15%
CCn1c(SCc2ccc(C)cc2)nnc1-c1cnccn1 | -3%
N=c1ccn(Cc2cccc(Cl)c2)cc1 | -2%
Cc1ccccc1N1CCN(C(=O)CN2C(=O)c3ccccc3C2=O)CC1 | 8%
COc1cc(NC2c3ncccc3C(=O)N2Cc2ccco2)cc(OC)c1 (stereo not given) | -6%
CC(C)COC(=O)c1nnsc1NC(=O)Nc1ccccc1 | -2%
CNc1nn(-c2cccc(Cl)c2)nc1N | -3%
CC(=O)N(C(C)=O)c1cccc2c(N(C(C)=O)C(C)=O)cccc12 | 4%
CCOC(=O)Cn1c(=O)oc2cc(S(=O)(=O)N3CCC(N4CCCCC4)CC3)ccc21 | 14%
Cc1ccc(NC2=NCC(=O)N2Cc2ccc3c(c2)OCO3)c(C)c1 | 0%
O=C1c2ccccc2C(=O)N1CNc1ccccc1 | -5%
Cc1cccc(NC(=O)c2cnc3sccn3c2=O)n1 | 13%
CN1CCN(c2ccc(NC(=O)Cc3ccccc3)cc2)CC1 | 3%
CC(=O)c1ccc2c(c1)Nc1ccccc1S2 | -4%

An excerpt from above in order of molecular weight, falling.
SMILES | AmpC inh det
COc1cccc(CNC(=O)CN(C)S(=O)(=O)c2cnc[nH]2)c1 | 11%
CCn1c(SCc2ccc(C)cc2)nnc1-c1cnccn1 | -3%
Nc1ccc(Cl)cc1 | 9%

Additional entries follow.
SMILES | AmpC inh det
COC(=O)c1cccc(Oc2nc3c(c(=O)n(C)c(=O)n3C)n2Cc2ccc(C)cc2)c1 | -3%
CCc1c2c(nc3ccc(OC)cc13)OC(CC)C2 (stereo not given) | 19%
Cc1ccc(N2CC(C(N)=O)CC2=O)cc1C (stereo not given) | -6%
O=C(NCCCn1ccnc1)NC(C(F)(F)F)C(F)(F)F | -1%
CC(C)(C)c1ccc(S(=O)(=O)NCCc2ccncc2)cc1 | -1%
CCOC(=O)c1c(C)[nH]c(C(=O)Cn2nnc(-c3ccc(Cl)cc3)n2)c1C | 5%
CCCCCc1c(C)nc(N2CCc3ccccc32)[nH]c1=O | 0%
COc1cc(CN(C)CC(=O)c2[nH]c(C)c(C(C)=O)c2C)ccc1OC(F)F | -4%
COc1ccccc1-n1nnnc1SCc1ccccc1 | -2%
Cc1ccc(N2Cc3ccccc3OC(C)C2=O)cc1 (stereo not given) | 11%
Cc1cc(NC(=O)Nc2ccc(F)c(Cl)c2)no1 | -4%
O=c1cnc2cnc(N3CCNCC3)nc2n1C1CC1 | 0%
Cc1ccc(-c2noc(CN3CCN(c4ccccc4F)CC3)n2)cc1 | 14%
O=C(c1ccc2c(c1)OCCO2)C1CCN(C(=O)c2ccc(F)cc2)CC1 | -5%
O=C(NCc1ccccc1)N1CCC(c2nc3ccccc3[nH]2)CC1 | 11%
Cc1ccc(-c2ccc(OCC(=O)N3CCOCC3)cc2)cc1 | -5%
Cc1ccc(C(=O)OCC(=O)c2ccc(Cl)s2)s1 | -6%
O=C(Nc1ccc(F)cc1F)c1ccco1 | -5%
COc1ccc(C2CC(c3cccc(OC)c3)n3nc(N)nc3N2)cc1 (stereo not given) | 9%
CN(c1cccc(NC(=O)c2ccccc2N(C)S(C)(=O)=O)c1)S(C)(=O)=O | -6%
Cn1c(=O)c2c(nc(NC3CCCCC3)n2CC(=O)C23CC4CC(CC(C4)C2)C3)n(C)c1=O | -4%
COc1ccc(C2C3=C(CC(C)(C)CC3=O)N(CCN3CCOCC3)C3=C2C(=O)CC(C)(C)C3)cc1 | -1%
O=C(NC1CS(=O)(=O)CC1NCc1ccccc1)c1ccccc1 (stereo not given) | 0%
Cc1c(CCC(=O)O)c(=O)oc2cc(O)ccc12 | 6%
